Screening data deposited in PubChem BioAssay by National Center for Advancing Translational Sciences (NCATS).
Tb PGK inh – qHTS Assay to Find Inhibitors of Phosphoglycerate Kinase. PGK/GAPDH coupled, Kinase-Glo luminescence, 60 min. Potency, µM (top dose mostly 57.5 µM), inactives show top-dose activity change, negative = inhibition, actives largely listed as inhibitors. hit rate 0.043% among 380,000; further: potency means the concentration at half of the fitted maximal effect; on the % scale 0 is the no-effect control and ±100 the full control effect; nearly all actives have a fitted effect of over 60% in size
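Luminescent ATP detection (Kinase-Glo Plus) follows a 60-minute room-temperature incubation, with wells lacking PGK as controls. Buffer: 100 mM TEA (pH 7.6), 5 mM MgCl2, 0.01% Tween-20. Coupling enzyme GAPDH (100 nM final) supplies unstable 1,3-BPG in-well.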
USP1-UAF1 inh – Inhibitors of USP1/UAF1: Primary Screen. Ubiquitin carboxyl-terminal hydrolase 1 (Homo sapiens), O94782. recombinant USP1/UAF1, Ub-Rhodamine cleavage fluorescence. Potency, µM (top dose mostly 57.1 µM), inactives show at the top dose activity change, negative = inhibition, most hits filed as inhibitors. hit rate 0.23% among 390,000; further: potency means the concentration at half of the fitted maximal effect; on the % scale 0 is the no-effect control and ±100 the full control effect; nearly all actives have a fitted effect of over 60% in size; inactives centre near -12
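USP1/UAF1 complex (1 nM) preincubated 15 min at room temperature with compound, then Ub-Rho substrate (150 nM final) added. Kinetic fluorescence at 480/540 nm over 6 reads at 60 s intervals; 50 mM HEPES pH 7.8, 0.5 mM EDTA, 0.1 mg/ml BSA, 1 mM TCEP, 0.01% Tween-20.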
IDH1 R132H inh – qHTS for Inhibitors of mutant isocitrate dehydrogenase 1 (IDH1): qHTS | Isocitrate dehydrogenase [NADP] cytoplasmic (Homo sapiens), O75874 | IDH1-R132H enzyme, NADPH consumption, diaphorase/resazurin fluorescence | Potency, µM (highest dose often 76.6 µM), for inactives: at the top dose activity change, negative = inhibition, usual class: inhibitors | hit rate 0.093% among 390,000 | AID 602179, 2012; further: potency means the concentration at half of the fitted maximal effect; on the % scale 0 is the no-effect control and ±100 the full control effect; nearly all actives have a fitted effect of over 65% in size
Target sequence (O75874 whole entry R132H, stated change not applied): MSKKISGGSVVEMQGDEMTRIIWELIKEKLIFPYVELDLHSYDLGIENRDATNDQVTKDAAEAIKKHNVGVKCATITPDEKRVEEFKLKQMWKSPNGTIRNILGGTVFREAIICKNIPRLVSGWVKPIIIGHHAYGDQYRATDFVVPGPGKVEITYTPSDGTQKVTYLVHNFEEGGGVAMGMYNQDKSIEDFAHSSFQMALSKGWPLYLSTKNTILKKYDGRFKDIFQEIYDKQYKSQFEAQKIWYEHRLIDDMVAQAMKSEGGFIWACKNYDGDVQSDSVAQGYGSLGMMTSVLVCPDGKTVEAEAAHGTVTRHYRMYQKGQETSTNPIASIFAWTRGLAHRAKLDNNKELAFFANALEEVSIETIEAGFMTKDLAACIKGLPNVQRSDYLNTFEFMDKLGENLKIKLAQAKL
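IDH1-R132H (0.5 ug/mL dispensed) in pH 7.5 Tris buffer was preincubated 30 min with compound, then given a substrate mix of 0.016 mM NADPH and 2 mM alpha-KG for 80 min at room temperature; remaining NADPH was read by diaphorase/resazurin fluorescence.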
PI4K2A block – qHTS for small molecular inhibitors of PI4K2A. Phosphatidylinositol 4-kinase type 2-alpha (Homo sapiens), Q9BTU6. AID 1346378, 2018. purified PI4K2A, ADP-Glo luminescence, 1 h; active compounds read low. hit rate 0.13% among 420,000. activity change, negative = inhibition, % at 76.9 µM; in the data active means activity change below about -50%; inconclusive means mostly about -30% to -49%;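 further: -100% = wells without enzyme as full effect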
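In this quantitative HTS, ADP production by PI4K2A was quantified luminescently after 1 h at ambient temperature; 100 microM adenosine served as plate-quality control.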
TrxR1 substrate – qHTS Assay for Substrates of Mammalian Selenoprotein Thioredoxin Reductase 1 (TrxR1): qHTS. Thioredoxin reductase 1, cytoplasmic (Rattus norvegicus), O89049. purified TrxR1 substrate turnover, NADPH consumption readout. Potency, µM (titrated, usually from 114 µM), without a hit: at the top dose activity change, negative = substrate turnover. hit rate 0.01% among 390,000. AID 588456, 2011; further: potency means the concentration at half of the fitted maximal effect; on the % scale 0 is the no-effect control and ±100 the full control effect; nearly all actives have a fitted effect of over 50% in size
Target sequence (O89049 whole entry, looked up): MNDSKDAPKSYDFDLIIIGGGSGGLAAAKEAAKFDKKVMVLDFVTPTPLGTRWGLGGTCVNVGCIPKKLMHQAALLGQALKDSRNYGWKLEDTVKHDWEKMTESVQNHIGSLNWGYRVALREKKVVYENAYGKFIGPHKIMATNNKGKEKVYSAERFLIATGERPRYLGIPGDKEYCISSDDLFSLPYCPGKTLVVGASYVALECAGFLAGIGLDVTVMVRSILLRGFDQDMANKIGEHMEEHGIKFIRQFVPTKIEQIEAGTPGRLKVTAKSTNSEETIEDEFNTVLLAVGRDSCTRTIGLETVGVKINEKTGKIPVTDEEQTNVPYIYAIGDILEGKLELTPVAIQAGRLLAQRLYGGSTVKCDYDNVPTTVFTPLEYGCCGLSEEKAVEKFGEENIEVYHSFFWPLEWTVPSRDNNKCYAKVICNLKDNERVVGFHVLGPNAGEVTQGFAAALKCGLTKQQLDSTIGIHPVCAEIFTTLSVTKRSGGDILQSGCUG
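Rat TrxR1, dispensed at 90 nM, was prereduced with 400 uM NADPH (final) for 5 min at ~22 deg C, then incubated with compound 15 min before 400 uM selenite. A first-read NADPH fluorescence drop versus no-compound background flagged substrates.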
rTrxR1 inhibitor – qHTS Assay for Inhibitors of Mammalian Selenoprotein Thioredoxin Reductase 1 (TrxR1): qHTS; Potency, µM (titrated, usually from 114 µM), inactives show at the top dose activity change, negative = inhibition, hits mostly inhibitors; recombinant rTrxR1, NADPH fluorescence consumption, selenite substrate; Thioredoxin reductase 1, cytoplasmic (Rattus norvegicus), O89049; hit rate 1% among 390,000; further: potency means the concentration at half of the fitted maximal effect; on the % scale 0 is the no-effect control and ±100 the full control effect; nearly all actives have a fitted effect of over 65% in size
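Rat TrxR1 (90 nM in the dispensed reagent) was pre-reduced with 400 uM NADPH for 5 min at room temperature, then incubated with compound for 15 min. After 400 uM selenite was added, NADPH fluorescence (Ex 340/Em 450 nm) was followed for 8 min.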
Pin1 inh – qHTS Assay to Find Inhibitors of Pin1; Potency, µM (titrated, usually from 115 µM), without a hit: at the top dose activity, negative = inhibition, usual class: inhibitors; hit rate 0.009% among 390,000; Pin1 FP peptide displacement, HiFluor488, 10 min; active means well fitted inhibition curve with a large enough effect in the polarisation, with a control signal flat, not every such curve was filed as active; inconclusive means small, poorly fitted or top-dose-only effect, or effect the other way, or a change in a side signal; inactive means no such curve, though single readings can be large or run the other way; the % refers to the polarisation; further: potency means the concentration at half of the fitted maximal effect; on the % scale 0 is the no-effect control and ±100 the full control effect
Target sequence (Q13526 whole entry, looked up): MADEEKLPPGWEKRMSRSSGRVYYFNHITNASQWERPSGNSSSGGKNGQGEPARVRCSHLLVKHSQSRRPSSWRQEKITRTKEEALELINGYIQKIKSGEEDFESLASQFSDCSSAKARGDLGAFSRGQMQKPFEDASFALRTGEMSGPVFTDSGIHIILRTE
HP1b chromo inh – HTS for Inhibitors of HP1-beta Chromodomain Interactions with Methylated Histone Tails; Chromobox protein homolog 1 (Homo sapiens), P83916; AlphaScreen HP1-beta / biotin-H3K9me3 peptide binding; Potency, µM (top dose mostly 114 µM), inactives show top-dose activity change, negative = inhibition, actives largely listed as inhibitors; hit rate 0.56% among 390,000; AID 540317, 2011; further: potency means the concentration at half of the fitted maximal effect; nearly all actives have a fitted effect of over 70% in size; inactives centre near 23
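AlphaScreen: HP1-beta (50 nM) preformed 30 min with biotin-H3(1-18)K9me3 peptide (50 nM) in PBS pH 7.4, 0.01% Tween-20. Compound added for 30 min at RT, then streptavidin donor/nickel chelate acceptor beads (10 ug/mL) for 30 min.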
GLS inhibitor – qHTS for Inhibitors of Glutaminase (GLS). Glutaminase kidney isoform, mitochondrial (Homo sapiens), O94925. AID 624170, 2012. hit rate 0.21% among 410,000. Potency, µM (highest dose often 45.5 µM), inactives show at the top dose activity change, negative = inhibition, hits mostly inhibitors. GLS enzymatic activity, qHTS titration; further: potency means the concentration at half of the fitted maximal effect; on the % scale 0 is the no-effect control and ±100 the full control effect
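hKGA; 45 mM KH2PO4 pH 8.2 + 0.02% Tween-20; cpd via pin tool; 1 mM Gln soln; GluOx/HRP/Amplex Red; RT 30 min; fluor. t0 & final.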
Numbers without * were called inactive; i = inactive; ? = inconclusive; . = not tested or not shown; & = joins results of further samples; [ ] = another dose, or the depositor's remark. Unless noted, the call rests on the fitted dose curve; in most records, active means well fitted curve in the direction sought with a large enough effect; inconclusive means small, poorly fitted or top-dose-only effect, or another doubt; inactive means no such curve, though single readings can be large; an effect the other way counts as inactive or inconclusive.

item	rTrxR1 inhibitor	PI4K2A block	IDH1 R132H inh	GLS inhibitor	TrxR1 substrate	USP1-UAF1 inh	Pin1 inh	HP1b chromo inh	Tb PGK inh	Molecule
1	4%	13	23%	-8%	7%	-20%	-9%	?	-8%	CCN1CCN(CC(=O)c2ccc(C)cc2)CC1
2	23%	-2	4%	-5%	-3%	-18%	-12%	39%	i	Cc1nnc(SCC(=O)NCc2ccc(Cl)cc2)[nH]c1=O
3	-3%	5	0%	12%	-12%	-8%	?	28%	0%	Clc1ccc(Cn2nnc(-c3ccc(CN4CCOCC4)cc3)n2)cc1
4	1%	1	4%	-13%	-5%	-17%	4%	18%	-7%	CCn1cc(CNC(=O)c2cc(Cl)ccc2OC)c(C)n1
5	9%	-1	-8%	2%	-4%	6%	-5%	15%	-3%	CSc1ccc(CN(C)C(=O)C2CCN(C(=O)Nc3ccccc3)CC2)cc1
6	9%	-3&6	-2%&9%	8%&-2%	-2%	0%&-17%	-15%&-3%	9%&29%	9%&-1%	O=C1CCc2cc(S(=O)(=O)NCc3ccccc3Cl)cc3c2N1CC3
7	0%[57.1 µM]	-1	3%	0%	1%[57.1 µM]	-13%	-4%	31%	1%	C=CCNC(=O)/C(=C\C=C\c1ccccc1)NC(=O)c1ccccc1Cl
8	?	24	11%	-4%	0%	-11%	-3%	-16%	-3%	Cc1ccc(/C=N/N(Cc2ccccc2)c2ccccc2)o1
9	7%[57.1 µM]	-1	-6%	-6%	-6%	-15%	3%	-1%	-13%	CC(NC(=O)c1ccc(S(C)(=O)=O)cc1)c1cccc2ccccc12 (stereo unspecified)
10	-3%	1	-5%	-11%	-2%	-15%	4%	25%	-2%	COc1cc(NC(=O)CSc2nnc3c(n2)[nH]c2ccc(S(=O)(=O)NC(C)C)cc23)cc(OC)c1OC
11	10%[57.1 µM]	-16	6%	-5%	0%[57.1 µM]	?	17%	49%[activator]	-6%	O=C(COc1ccc(Cl)cc1)OCc1cc(=O)n2nc(C3CCCCC3)sc2n1
12	27%	-2	3%	7%	2%	-5%	-15%	12%	-2%	COc1cccc(NC(=O)c2cccc(N3C(=O)C4C5C=CC(C5)C4C3=O)c2)c1 (stereo unspecified)
13	23%	-15	6%	-5%	-3%[57.1 µM]	-8%	-8%	28%	.	O=C(C1CCC1)N1CCc2cc(S(=O)(=O)NC3CCCc4ccccc43)ccc21 (stereo unspecified)
14	3%	-20	4%	-1%	-3%	-7%	2%	17%	-1%	Cc1cc(C)cc(NC(=O)COC(=O)CCCC2=NS(=O)(=O)c3ccccc3N2)c1
15	7%[57.1 µM]	-9	-2%	-8%	8%[57.1 µM]	-4%	2%	20%	-5%	CCCCC(=O)NCCc1cc2c(OC)ccc(OC)c2[nH]c1=O
16	-13%	1	4%	5%	-16%	-25%	2%	-12%	-2%	O=C1C2C3C=CC(C3)C2C(=O)N1/N=C/c1cc(Br)cc([N+](=O)[O-])c1O (stereo unspecified)
17	?	2	-13%	-2%	-16%	-8%	?	25%	5%	COc1ccc(CCn2c(C3CCCCC3)nc3c(c(=O)c4ccccc4n3C)c2=O)cc1OC
18	15%	1	-5%	-5%	8%[2.29 µM]	-12%	?	1%	-1%	Cc1ccc(-n2c(=O)c3c4c(sc3n(Cc3cc(=O)n5cc(Cl)ccc5n3)c2=O)CCC4)cc1C
19	.	4	-7%	13%	.	-3%	.	.	2%	C[C@@H]1CN([C@H](C)CO)C(=O)CCCn2cc(nn2)CO[C@H]1CN(C)S(=O)(=O)c1cccc(F)c1
20	-10%	1	2%	-5%	-1%	-20%	11%	38%	2%	COc1ccc(/C=C(\NC(=O)c2cccs2)C(=O)Nc2ccc(C)cc2)cc1OC
21	-10%	-4	-9%	6%	-12%	-10%	-12%	32%	-8%	COc1ccc(N(CC(=O)NCCc2ccc(Cl)cc2)S(=O)(=O)c2c(C)[nH]c(=O)[nH]c2=O)cc1
22	-10%	0	-8%	7%	-14%	-15%	9%	-9%	-11%	Cc1nc2cc(C(=O)NCc3ccc4c(c3)OCO4)ccc2n1-c1ccc(Br)cc1
23	-9%	3	1%	2%	-1%	-11%	0%	23%	-7%	Cc1ccc2cc(CN(Cc3nnnn3C3CCCCC3)CC3CCCO3)c(=O)[nH]c2c1 (stereo unspecified)
24	9%	5	3%	-2%	17%	-3%	-4%	0%	i	Cc1cc(=O)oc2cc(OC(=O)c3ccccc3)ccc12
25	-3%[57.1 µM]	-2&-6	9%&15%	28%&51%	-2%[57.1 µM]	-1%&4%	-5%&-3%	78%&16%[activator]	-2%	CCCc1nc2nc(C)c(NS(=O)(=O)c3ccc(CC(C)C)cc3)c(=O)n2[nH]1
26	11%	-7	10%	4%	5%	-8%	-5%	50%[activator]	1%	Cc1ccc(C(=O)NCCc2nnc3c(C(F)(F)F)cc(Cl)cn23)o1
27	-6%	3	0%	13%	-14%	0%	-1%	21%	2%	Cc1onc(-c2ccccc2)c1-c1nnc(CN2CCN(S(=O)(=O)c3ccccc3)CC2)o1
28	1%	-3	0%	14%	-7%	1%	-9%	28%	3%	Cc1cc(NC(=O)C2CCCN2C(=O)Nc2cccc(Cl)c2)ccc1-n1cnnn1 (stereo unspecified)
29	22%	1	13%	-17%	-2%	-19%	6%	66%[activator]	-2%	Cc1cc(C)c(C(=O)Nc2cccc(F)c2)c(Cl)n1
30	1%	-1	3%	-13%	-6%	-13%	-4%	31%	-6%	CSCCC(NC(=O)COc1ccccc1)C(=O)NC1CCC(C)CC1 (stereo unspecified)
31	-1%	5	-10%	-2%	6%	-18%	-2%	48%[activator]	-2%	CN1CCCN(C(=O)c2ccc(Cl)s2)CC1
32	15%[57.1 µM]	0	-9%	21%	-3%[57.1 µM]	-12%	-3%	10%	-7%	CC1CCCC(C)N1/N=C/c1ccccc1C(=O)O (stereo unspecified)
33	16µM*	-13	0%	-10%	-9%	-21%	-6%	17%	-17%	N#CCc1ccc(NC(=O)/C=C/c2ccc([N+](=O)[O-])o2)cc1
34	10%[57.1 µM]	0	3%	1%	-7%[57.1 µM]	-16%	6%	29%	-3%	COc1cccc(NC(=S)NCc2cccs2)c1
35	16%	-3	0%	-6%	15%	-1%	-6%	38%	-3%	CCCOc1ccc(C(=O)Nc2sc3c(c2C(=O)OCC)CCCCC3)cc1
36	?	-3	-6%	32%	-3%	-4%	-14%	?	-2%	CC(/C=C1\N=C(SCc2ccccc2Cl)SC1=O)=C\c1ccccc1
37	-21%	1	0%	-25%	53%[activator]	-10%	-3%	28%	-2%	CC(Nc1nc(N2CCN(S(C)(=O)=O)CC2)nc2ccccc12)c1ccccc1 (stereo unspecified)
38	13%	-2	8%	15%	-8%	-3%	-11%	32%[activator]	-5%	COc1ccc2c(c1)c1nc3n(c(=O)c1n2CC(=O)Nc1ccccc1)CCCS3
39	23%	2	14%	1%	5%	-24%	-3%	27%	-10%	COc1ccc(-c2noc(CCC(=O)N3CCN(c4ccc(Br)cc4)CC3)n2)cc1
40	-13%[57.1 µM]	-1	1%	1%	-6%	-14%	-3%	35%	-4%	COC(=O)c1cnn(-c2ccc(Cl)cc2)c1/C=N/NC(N)=S
41	14%	0	9%	5%	7%	?	-2%	4%	-8%	CCCCOC(=O)Nc1nnc(CC)s1
42	12%	-1	3%	0%	5%	-21%	-6%	32%	-1%	CC1(C)NC(=O)N(CC(O)CN2CCCCC2)C1=O (stereo unspecified)
43	-4%	-2	-2%	40%[activator]	-7%	4%	1%	11%	2%	c1ccc(N2CCCCC2)c(NC2=NCCC2)c1
44	6.3µM*	10&6	4%&9%	-11%&3%	-2%&2%	-12%	7%&3%	65%&65%[activator]	-8%	Cc1cccc(CS(=O)(=O)c2ncc(Cl)c(C(=O)NCc3ccccc3)n2)c1
45	.	0	12%	-2%	.	-17%	.	.	i	N#Cc1cc2cc3c(cc2nc1Cl)OCCO3
46	8%	2	6%	2%	-1%	-2%	5%	38%	11%	O=C(Cn1nnc2ccccc2c1=O)N[C@@H](Cc1ccccc1)C(=O)O
47	13%	0	-21%	1%	-5%	-24%	26%	-1%	11%	O=C(Cc1ccccc1F)N1CCC(c2nc3c(nnn3Cc3cccc(Cl)c3)c(=O)[nH]2)CC1
48	1%[57.1 µM]	3	8%	-6%	12%	-13%	-3%	27%	i	Cc1ccc(N2C(=O)Nc3ccccc3C2(O)C(=O)N2CCN(c3ccccn3)CC2)cc1C (stereo unspecified)

A portion of the library; the hit share may differ from the screen's.
